GLS inh – qHTS for Inhibitors of Glutaminase (GLS) | actives 0.21% (n = 410,000) | Glutaminase kidney isoform, mitochondrial (Homo sapiens), O94925 | Potency, µM (top dose mostly 45.5 µM), inactives show top-dose activity change, negative = inhibition, hits mostly inhibitors | GLS enzymatic activity, qHTS titration; also: % is scaled to controls: 0 for no effect and ±100 for the full control effect
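Assay buffer: 45 mM KH2PO4 pH 8.2, 0.02% Tween-20. hKGA acts on L-glutamine (1 mM solution added); product glutamate is reported by an oxidase/peroxidase Amplex Red coupling, with fluorescence taken at baseline and 30 min.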
JMJD2A Tudor – qHTS Assay for Inhibitors of JMJD2A-Tudor Domain; Lysine-specific demethylase 4A (Homo sapiens), O75164; AlphaScreen JMJD2A-Tudor / H3K4me3 peptide binding; Potency, µM (doses to about 114 µM), for inactives: top-dose activity change, negative = inhibition, usual class: inhibitors; actives 4.4% (n = 390,000); AID 504339, 2011; also: % is scaled to controls: 0 for no effect and ±100 for the full control effect; nearly all actives have a fitted effect of over 50% in size
PGK inhibitor – qHTS Assay to Find Inhibitors of Phosphoglycerate Kinase; Phosphoglycerate kinase, glycosomal (Trypanosoma brucei brucei), P07378; PGK/GAPDH coupled, Kinase-Glo luminescence, 60 min; Potency, µM (doses to about 57.5 µM), without a hit: at the top dose activity change, negative = inhibition, actives largely listed as inhibitors; actives 0.043% (n = 380,000); AID 602233, 2012; also: % is scaled to controls: 0 for no effect and ±100 for the full control effect; nearly all actives have a fitted effect of over 60% in size
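Luminescent ATP detection (Kinase-Glo Plus) follows a 60-minute room-temperature incubation, with wells lacking PGK as controls. Buffer: 100 mM TEA (pH 7.6), 5 mM MgCl2, 0.01% Tween-20. Coupling enzyme GAPDH (100 nM final) supplies unstable 1,3-BPG in-well.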
HP1b binding inh – HTS for Inhibitors of HP1-beta Chromodomain Interactions with Methylated Histone Tails. AlphaScreen HP1-beta / biotin-H3K9me3 peptide binding. Potency, µM (doses to about 114 µM), without a hit: at the highest dose activity change, negative = inhibition, actives largely listed as inhibitors. actives 0.56% (n = 390,000); also: nearly all actives have a fitted effect of over 70% in size; inactives centre near 23
Target sequence (P83916 whole entry, looked up): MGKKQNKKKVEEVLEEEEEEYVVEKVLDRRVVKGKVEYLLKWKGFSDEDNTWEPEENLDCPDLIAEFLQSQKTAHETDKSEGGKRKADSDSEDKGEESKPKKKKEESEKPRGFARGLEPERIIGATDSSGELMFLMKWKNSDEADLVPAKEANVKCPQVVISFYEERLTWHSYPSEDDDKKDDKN
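HP1-beta protein (50 nM final) preincubated 30 min at room temperature with biotinylated H3(1-18)K9me3 peptide (50 nM) in PBS pH 7.4, 0.01% Tween-20, then compound added for 30 min. AlphaScreen streptavidin donor/nickel chelate acceptor beads (10 ug/mL final), 30 min dark, luminescence read.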
RGS4 inh – Inhibitors of Regulator of G Protein Signaling (RGS) 4: qHTS. actives 0.039% (n = 390,000). Potency, µM (highest dose often 114 µM), for inactives: at the top dose activity change, negative = inhibition, most hits filed as inhibitors. AID 504845, 2011. Transcreener GDP fluorescence polarization, RGS4-accelerated GTP hydrolysis. Regulator of G-protein signaling 4 (Homo sapiens), P49798; also: % is scaled to controls: 0 for no effect and ±100 for the full control effect; nearly all actives have a fitted effect of over 75% in size; some results filed as inactive show a strong effect at the top dose
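MLSMR compounds (23 nl, pin-transferred) preincubated 10 min at room temperature with a 500nM (2x) first reagent, then RGS4 at 900nM (2x) plus Transcreener GDP mix added; fluorescence polarization (620/688 nm) read before and after 90 min at 30 °C.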
TrxR1 inh – qHTS Assay for Inhibitors of Mammalian Selenoprotein Thioredoxin Reductase 1 (TrxR1): qHTS | recombinant rTrxR1, NADPH fluorescence consumption, selenite substrate | Potency, µM (top dose mostly 114 µM), for inactives: top-dose activity change, negative = inhibition, most hits filed as inhibitors | actives 1% (n = 390,000) | AID 588453, 2011; also: % is scaled to controls: 0 for no effect and ±100 for the full control effect; nearly all actives have a fitted effect of over 65% in size
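Rat TrxR1 (90 nM in the dispensed reagent) was pre-reduced with 400 uM NADPH for 5 min at room temperature, then incubated with compound for 15 min. After 400 uM selenite was added, NADPH fluorescence (Ex 340/Em 450 nm) was followed for 8 min.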
Pin1 inh – qHTS Assay to Find Inhibitors of Pin1; AID 504891, 2011; actives 0.009% (n = 390,000); Potency, µM (highest dose often 115 µM), inactives show at the highest dose activity, negative = inhibition, usual class: inhibitors; Pin1 FP peptide displacement, HiFluor488, 10 min; active = well fitted inhibition curve with a large enough effect in the polarisation, with a control signal flat, not every such curve was filed as active; inconclusive = small, poorly fitted or top-dose-only effect, or effect the other way, or a change in a side signal; inactive = no such curve, though single readings can be large or run the other way; the % refers to the polarisation; also: % is scaled to controls: 0 for no effect and ±100 for the full control effect
Target sequence (Q13526 whole entry, looked up): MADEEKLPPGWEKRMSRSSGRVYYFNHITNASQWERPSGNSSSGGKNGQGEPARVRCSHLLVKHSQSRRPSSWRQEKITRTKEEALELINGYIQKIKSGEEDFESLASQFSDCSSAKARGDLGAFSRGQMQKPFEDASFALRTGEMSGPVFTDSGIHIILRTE
12-LOX inh – Primary qHTS assay for inhibitors of human arachidonate 12S-lipoxygenase (ALOX12): Round 2; Polyunsaturated fatty acid lipoxygenase ALOX12 (Homo sapiens), P18054; purified 12hLO, xylenol orange hydroperoxide absorbance; Potency, µM (titrated, usually from 108 µM), inactives show at the highest dose activity change, negative = inhibition, hits mostly inhibitors; actives 1.1% (n = 580,000); also: % is scaled to controls: 0 for no effect and ±100 for the full control effect
Target sequence (P18054 whole entry, looked up): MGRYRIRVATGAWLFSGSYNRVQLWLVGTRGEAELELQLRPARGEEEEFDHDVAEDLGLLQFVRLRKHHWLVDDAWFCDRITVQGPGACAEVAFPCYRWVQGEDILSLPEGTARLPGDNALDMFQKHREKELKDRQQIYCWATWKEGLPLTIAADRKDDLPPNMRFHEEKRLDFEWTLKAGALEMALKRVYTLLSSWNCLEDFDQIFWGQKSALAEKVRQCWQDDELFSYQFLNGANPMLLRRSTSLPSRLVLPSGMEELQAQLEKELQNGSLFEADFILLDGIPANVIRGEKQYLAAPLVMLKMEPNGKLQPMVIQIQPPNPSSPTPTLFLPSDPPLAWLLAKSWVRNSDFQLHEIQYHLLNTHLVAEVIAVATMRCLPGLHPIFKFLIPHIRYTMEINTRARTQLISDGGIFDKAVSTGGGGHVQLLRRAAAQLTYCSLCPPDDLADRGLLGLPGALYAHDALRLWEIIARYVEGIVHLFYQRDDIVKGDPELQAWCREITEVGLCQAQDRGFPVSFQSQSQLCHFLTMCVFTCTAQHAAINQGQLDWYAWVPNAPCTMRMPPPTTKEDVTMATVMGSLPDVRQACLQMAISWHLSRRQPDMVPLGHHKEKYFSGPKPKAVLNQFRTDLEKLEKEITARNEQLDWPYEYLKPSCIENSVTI
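Purified human 12hLO (150 nM final) in 25 mM Hepes, 0.01% Triton X-100, pH 7.0 was preincubated 15 min at room temperature with compound. Then 40 uM arachidonic acid was added, 30 min. Hydroperoxide was read by Fe-XO absorbance ratio 573/405 nm.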
ERG-DNA inh – qHTS for Small Molecule Inhibitors of the ERG Ets/DNA interaction | actives 0.028% (n = 370,000) | fluorescence polarization, His-ERG Ets domain / labelled DNA | Potency, µM (doses to about 76.9 µM), inactives show at the highest dose FP activity, negative = inhibition, usual class: inhibitors | Transcriptional regulator ERG (Homo sapiens), P11308 | AID 624246, 2012; active = well fitted inhibition curve with a large enough effect in the polarisation, with a control signal flat; inconclusive = small, poorly fitted or top-dose-only effect, or effect the other way, or a change in a side signal; inactive = no such curve, though single readings can be large or run the other way; the % refers to the polarisation;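 also: polarization taken with two DNA probes labelled with fluorescein and Texas red; % of control where 0% means no effect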
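His-tagged ERG Ets domain (1 uM in the protein solution; 300mM KCl, 50mM Tris-HCl, 1mM EDTA, 1mM DTT, pH 7.5) received compound, then a probe mix of 5 nM fluorescein-DNA and 100nM Texas-615-DNA. Fluorescence polarization was read for both dyes.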
Active calls of the source: *; i = inactive; ? = inconclusive; / = not tested or not shown; [ ] = another dose, or the depositor's remark. Unless noted, calls follow the shape of the dose curve; as a rule, active = well fitted curve in the direction sought with a large enough effect; inconclusive = small, poorly fitted or top-dose-only effect, or another doubt; inactive = no such curve, though single readings can be large; an effect the other way counts as inactive or inconclusive. Potency is read from the fitted curve at half-maximal effect. The list is partial; the hit share may differ from the screen's.

Under each structure – GLS inh	JMJD2A Tudor	PGK inhibitor	HP1b binding inh	RGS4 inh	TrxR1 inh	Pin1 inh	12-LOX inh	ERG-DNA inh
Cc1cc(C)c(O)c(-c2cc(C(=O)NCCc3ccc(S(N)(=O)=O)cc3)[nH]n2)c1
  -15%	-12%	-2%	57%[activator]	-12%	10%	-2%	3%	1%
CC(=O)SC(C)CC(=O)NCc1ccccc1 (stereo not given)
  19%	-10%	/	7%	29%	24%	0%	2%	/
CCCCN(C(=O)CSc1nnc(Nc2ccc(C)c(C)c2)s1)c1c(N)n(Cc2ccccc2)c(=O)[nH]c1=O
  17%	-21%	-5%	1%	?	3%	30%[activator]	-13%	8%
CCOc1ccc(NC(=O)Cn2c(=O)n(CCc3ccccc3)c(=O)c3c4c(sc32)CCCC4)cc1
  15%	-6%	0%	11%	6%	3%	2%	-10%	-1%
O=C1CCCC(=O)C1C1c2ccccc2CCN1C(=O)CCl (stereo not given)
  1%	-16%	-2%	9%	-16%	-12%[57.1 µM]	-11%	?	1%
O=C(CCn1nc(-c2ccccc2)c2ccccc2c1=O)Nc1ccccc1
  -6%	-4%	-6%	35%	-50%	2%	-5%	4%	-4%
O=C(O)c1ccccc1CC(CCc1ccccc1)C(=O)O (stereo not given)
  -19%	10µM*	i	-9%[57 µM]	-5%	26%[57.1 µM]	-16%	28µM*	5%
CCOC(=O)N1CCN(C(=O)c2cc3c(=O)n(C)c4ccccc4c3n2C)CC1
  -4%	-16%	0%	38%	44%	21%	15%	13%[57.4 µM]	-13%
CC1=C(C(=O)OCc2ccccc2)C(c2ccc(Cl)cc2)NC(=O)N1CCCC(=O)O (stereo not given)
  11%	-13%	i	32%	-3%	9%	4%	4%	-2%
Cc1ccc(-n2nc3cc(C)c(N)cc3n2)cc1
  5%	-20%	0%	3%	-50%	1%	-2%	45µM*	0%
O=[N+]([O-])c1ccccc1S(=O)(=O)N(CC1CO1)c1ccccc1 (stereo not given)
  2%	-3%	-11%	23%	-17%	-18%	-11%	?	0%
COc1cc(NC(=O)C/C(C)=N/NC(=O)C(=O)NC2CCCCC2)c(OC)cc1Cl
  4%	3%	-2%	37%	-33%	10%	-2%	17%	6%
COC1=CC2(O)CCCC2=CC1=O (stereo not given)
  1%	-2%	i	18%	-1%	17%	4%	31%	4%
CC(C)(C)OC(=O)N1CCC(c2c(C(=O)NCc3ccccc3)cnn2-c2ccc(F)cc2)CC1
  0%	-23%	-6%	42%[activator]	-13%	11%	18%	-11%	0%
O=S(=O)(c1ccccc1)N1CCc2ccccc2C1
  0%	-15%	-3%	9%	-4%	31%	-2%	31%[activator]	10%
CN(CC1CCCN(CCc2ccc(Cl)cc2)C1)C(=O)c1ccc2nc[nH]c2c1 (stereo not given)
  3%	-17%	i	2%	-2%	-5%	-2%	-22%	13%
O=C(COn1nnc2ccc(Cl)cc21)NC1CCS(=O)(=O)C1 (stereo not given)
  6%	-4%	-3%	29%	-10%	-8%	-12%	-15%	3%
Cc1ccc(CN2CCC(CNc3ncnc4onc(-c5ccc(Cl)cc5)c34)CC2)cc1
  0%	-30%	-2%	25%	-16%	0%	2%	4%	4%
O=c1[nH]ncn1-c1ccc(Br)cc1
  8%	-15%	i	38%[activator]	18%	14%[57.1 µM]	-12%	-6%	9%
COc1ccc(OC)c(S(=O)(=O)N(C)CC(=O)N2CCN(c3ccc(F)cc3)CC2)c1
  29%	-12%	/	4%	23%	18%	-1%	1%	/
Cc1ccc(C(=O)OCC(=O)Nc2ccc3c(c2)OCO3)c(O)c1
  -5%	-12%	-10%	36%	11%	16%	-2%	0%	4%
Cc1ccc([C@@H]2CC=C(C(=O)O)[C@H](c3ccc(Cl)cc3)N2S(=O)(=O)c2ccccc2C)cc1
  13%	-25%	-3%	15%	-6%	7%	/	?	12%
Cc1cc(C)c[n+](CC(=O)c2c(C)cc(C)c([N+](=O)[O-])c2C)c1
  0%	-18%	-12%	14%	6%	-26%	-12%	-9%	-4%
CCNC(=O)C1CC(=O)OC12CCCCC2 (stereo not given)
  -4%	-11%	-5%	35%	8%	?	-2%	20%	3%
O=C(CN1C(=O)C2C3CC(C(Br)C3Br)C2C1=O)OCC(=O)c1cccc([N+](=O)[O-])c1 (stereo not given)
  -13%	-1%	2%	-13%	?	6%[57.1 µM]	-5%	15%	2%
COc1ccc(OC)c(S(=O)(=O)N2CCCC(C(=O)N3CCC(C(N)=O)CC3)C2)c1 (stereo not given)
  5%	-3%	10%	12%	-19%	9%	-19%	-17%	-2%
CCC(C)(C)NC(=O)CCCSc1nc2ccccc2[nH]1
  -4%	2%[11.4 µM]	3%	49%[activator]	3%[11.4 µM]	-10%	-5%	9%	2%
O=C(NCc1ccco1)c1cc(S(=O)(=O)N2CCOCC2)ccc1Cl
  -18%	-20%	-2%	1%	-6%	-13%	-7%	3%	6%
CC(O)CSc1nc2c(c(=O)[nH]c(=O)n2C)n1Cc1ccccc1 (stereo not given)
  -2%	1%	i	57%[activator]	10%	6%	0%	?	6%
CN(C)C=NC(=O)c1ccc(N2CCN(c3ncc(C(F)(F)F)cc3Cl)CC2)cc1
  9%	-5%	-8%	6%	34%	-7%	1%	0%	-3%

A run of entries of the results above, as a working copy:
Under each structure – GLS inh	JMJD2A Tudor	PGK inhibitor	HP1b binding inh	RGS4 inh	TrxR1 inh	Pin1 inh	12-LOX inh	ERG-DNA inh
CCNC(=O)C1CC(=O)OC12CCCCC2 (stereo not given)
  -4%	-11%	-5%	35%	8%	?	-2%	20%	3%
O=C(CN1C(=O)C2C3CC(C(Br)C3Br)C2C1=O)OCC(=O)c1cccc([N+](=O)[O-])c1 (stereo not given)
  -13%	-1%	2%	-13%	?	6%[57.1 µM]	-5%	15%	2%
COc1ccc(OC)c(S(=O)(=O)N2CCCC(C(=O)N3CCC(C(N)=O)CC3)C2)c1 (stereo not given)
  5%	-3%	10%	12%	-19%	9%	-19%	-17%	-2%
CCC(C)(C)NC(=O)CCCSc1nc2ccccc2[nH]1
  -4%	2%[11.4 µM]	3%	49%[activator]	3%[11.4 µM]	-10%	-5%	9%	2%
O=C(NCc1ccco1)c1cc(S(=O)(=O)N2CCOCC2)ccc1Cl
  -18%	-20%	-2%	1%	-6%	-13%	-7%	3%	6%
CC(O)CSc1nc2c(c(=O)[nH]c(=O)n2C)n1Cc1ccccc1 (stereo not given)
  -2%	1%	i	57%[activator]	10%	6%	0%	?	6%
CN(C)C=NC(=O)c1ccc(N2CCN(c3ncc(C(F)(F)F)cc3Cl)CC2)cc1
  9%	-5%	-8%	6%	34%	-7%	1%	0%	-3%

Next part
Under each structure – GLS inh	JMJD2A Tudor	PGK inhibitor	HP1b binding inh	RGS4 inh	TrxR1 inh	Pin1 inh	12-LOX inh	ERG-DNA inh
COC(=O)c1sc2cccc(F)c2c1S(=O)(=O)NCc1ccc(F)cc1
  2%	-25%	-9%	2%	-1%	17%[57.1 µM]	-3%	-37%	1%
CCCn1nc(C(=O)Nc2ccc(S(=O)(=O)Nc3ncccn3)cc2)c2ccccc2c1=O
  11%	-27%	-2%	21%	-5%	4%	6%	-1%	16%
COc1cc(NC(=O)C2CCN(S(=O)(=O)Cc3ccccc3)CC2)c(OC)cc1Cl
  -5%	-25%	i	-6%	17%	8%	4%	-12%	0%
CN(C(=O)COC(=O)Cc1c(Cl)cccc1Cl)C1CCS(=O)(=O)C1 (stereo not given)
  -1%	2%	5%	41%[activator]	7%	13%	-5%	0%	-4%
CC(=O)Nc1ccccc1-c1nc2ccccc2n(C(C)C(=O)c2ccc(C)c(C)c2)c1=O (stereo not given)
  -1%	?	/	-13%	3%	7%	-9%	-19%	5%
Cc1cccc(C(=O)OC(C)C(=O)N2CCc3ccccc3C2)c1C (stereo not given)
  0%	2%	0%	67%[activator]	-36%	12%	?	32%[activator]	-12%
Cc1ccc(CN2CCN(Cc3cn(C(C)C)c4ccccc34)CC2CCO)o1 (stereo not given)
  -5%	-29%	i	14%	9%	-3%	-2%	0%	20%
CCN1C[C@@H]2[C@@H]3C(=O)N(C)C(=O)[C@@H]3[C@](Cc3ccccc3)(C(=O)OC)N2C1=NC1CCCCC1
  1%	-12%	-3%	24%	19%	27%	3%	?	-7%
CC(=O)NCCNC(=O)C1CCC(CNc2nc(=S)[nH]c3ccccc23)CC1 (stereo not given)
  -6%	9%	/	59%[activator]	-5%	3%	-3%	-62%	5%

From PubChem
